Compound activity: PubChem, several laboratories
pCIP destab = p/CIP-EGFP fusion destabilizers, primary screen, fluorescence, F442A cells. Q05BA5. 290,000 compounds, 0.01% hits. 16 h. AID 1984, 2009. decrease of EGFP signal, % at 10 µM;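 active = EGFP signal decrease of at least 30% at 10 µM or well 3 SD below plate mean, unless failing retest; inactive = the rest, including hits failing retest or dose response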; note: some compounds called inactive have numbers as strong as hits; many of its hits are not listed in these tables
IDE cell activ = human IDE activators in live cells, primary screen, fluorescence polarization, HEK cells, FAbeta-B substrate | activation, % at 5.96 µM | 340,000 compounds, 0.073% hits | AID 493087, 2011 | FAbeta-B cleavage; 0% vehicle, 100% cell-free pure enzyme wells;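 active = activation above the mean of all tested compounds plus 3 SD, set per screening campaign, cut at about 17% in these data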
M4 PAM = human M4 muscarinic receptor positive allosteric modulators, primary screen, CHO-K1 cells, Fluo-8 calcium fluorescence | Muscarinic acetylcholine receptor M4 (Homo sapiens), P08173 | activation, % at 3 µM | 360,000 compounds, 0.4% hits | CHO-K1 hM4/Gqi5, ACh EC20; 0% = ACh EC20, 100% = maximal ACh;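 active = activation above its plate's cutoff, the mean activation of sample wells plus 3 SD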; note: some results filed as inactive read as strong as hits
Target sequence (P08173 whole entry, looked up): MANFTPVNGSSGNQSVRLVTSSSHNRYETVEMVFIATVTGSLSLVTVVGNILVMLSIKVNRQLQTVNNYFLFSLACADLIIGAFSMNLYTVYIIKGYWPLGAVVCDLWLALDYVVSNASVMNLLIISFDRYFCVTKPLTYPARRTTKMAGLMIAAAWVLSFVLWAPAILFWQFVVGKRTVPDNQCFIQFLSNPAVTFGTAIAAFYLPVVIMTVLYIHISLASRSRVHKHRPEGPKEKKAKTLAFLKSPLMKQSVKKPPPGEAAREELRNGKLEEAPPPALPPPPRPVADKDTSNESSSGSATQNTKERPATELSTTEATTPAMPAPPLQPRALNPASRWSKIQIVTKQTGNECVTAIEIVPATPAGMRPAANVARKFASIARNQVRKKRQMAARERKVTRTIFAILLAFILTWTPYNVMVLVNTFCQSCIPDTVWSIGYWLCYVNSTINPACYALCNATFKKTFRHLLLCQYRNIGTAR
MEKK3 PB1 HTS = modulators of MEKK3-MEK5 PB1 binding, primary screen, biochemical, wildtype MEKK3, multiplex bead flow cytometry, Alexa488-MEK5 | Mitogen-activated protein kinase kinase kinase 3 (Homo sapiens), Q99759 | bead-based flow cytometry, Alexa488-MEK5 binding to MEKK3; actives lie on both sides; 0 = blocked by unlabeled MEK5, 100 = vehicle | binding response (% of control), % at 10 µM | 290,000 compounds, 1.4% hits | AID 1529, 2009;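 active = binding response more than 3 SD above or below the average of its plate-row segment, actives on both sides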;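 note: Alexa488 bead fluorescence after subtracting the streptavidin-only scavenger bead signal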
CRFR2-BP ag = agonists of CRF-BP/CRF-R2 complex, primary screen, cell-based, HEK293, calcium dye fluorescence, uHTS. CRF-binding protein / CRF receptor 2 complex (human). calcium dye fluorescence (FLIPR); percent of saturating CRF peptide response. activation, % at 13.2 µM. 350,000 compounds, 0.46% hits;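 active = activation of at least 50%, plus an integration ratio under a set limit after plate pattern correction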;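 note: plate controls were neutral control wells without compound for no effect and CRF at EC100 for full effect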
GalR3 antagonist = GalR3 antagonists in HEK293 cells, primary screen, cell-based, fluorescence readout. Galanin receptor type 3 (Homo sapiens), O60755. HEK293 GalR3-CNG cAMP membrane potential fluorescence; galR3 body fused to GalR1 C-terminus. inhibition, % at 3 µM. 360,000 compounds, 0.44% hits. AID 651719, 2012;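 active = inhibition above the screen-wide average plus 3 SD, cut at about 13% in these data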;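 note: forskolin and galanin both at EC90 stimulate the cells; cAMP rise reported by CNG channel membrane potential dye signal; 0% = forskolin plus galanin with DMSO and 100% = forskolin alone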
Target sequence (O60755 1-299 limits assumed): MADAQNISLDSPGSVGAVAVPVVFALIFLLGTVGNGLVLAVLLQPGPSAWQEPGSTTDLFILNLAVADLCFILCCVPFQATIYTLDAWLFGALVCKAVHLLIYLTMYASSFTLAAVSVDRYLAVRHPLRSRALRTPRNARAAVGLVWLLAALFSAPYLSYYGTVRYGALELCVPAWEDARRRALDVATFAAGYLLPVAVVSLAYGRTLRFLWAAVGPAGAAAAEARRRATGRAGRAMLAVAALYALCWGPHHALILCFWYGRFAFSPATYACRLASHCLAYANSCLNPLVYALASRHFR
IDE cell inh = human IDE inhibitors in live cells, primary screen, fluorescence polarization, HEK cells, FAbetaB substrate | FAbetaB cleavage | 320,000 compounds, 0.41% hits | inhibition, % at 5.59 µM | Insulin-degrading enzyme (Homo sapiens), P14735;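 active = percent inhibition above the average of all tested compounds plus 3 SD, set per screening campaign, cut at about 16% in these data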;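 note: IDE supplied by intact live HEK cells; FP after avidin binding of uncleaved biotin substrate so inhibition keeps polarization high; 0% = DMSO wells and 100% = 60 µM reference IDE inhibitor Ii1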
PHOSPHO1 inh = PubChem AID 1565; inhibition, % at 13.3 µM; Phosphoethanolamine/phosphocholine phosphatase (Homo sapiens), Q8TCT1; recombinant PHOSPHO1, absorbance phosphatase assay; 290,000 compounds, 1.1% hits; in the data active = inhibition above about 60%
Target sequence (Q8TCT1 whole entry, looked up): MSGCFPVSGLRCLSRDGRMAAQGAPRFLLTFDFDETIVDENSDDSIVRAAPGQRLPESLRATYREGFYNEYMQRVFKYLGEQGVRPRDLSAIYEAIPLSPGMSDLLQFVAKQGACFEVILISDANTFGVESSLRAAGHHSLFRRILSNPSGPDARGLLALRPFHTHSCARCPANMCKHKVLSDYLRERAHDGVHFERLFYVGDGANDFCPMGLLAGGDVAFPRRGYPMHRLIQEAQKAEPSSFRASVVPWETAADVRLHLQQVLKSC
CRFBP-R2 block = antagonists of CRF-BP/CRF-R2 complex, primary screen, cell-based, HEK293, calcium dye fluorescence, uHTS | CRF-induced calcium fluorescence | inhibition, % at 11.8 µM | 350,000 compounds, 0.59% hits | AID 588475, 2011;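 active = inhibition of the ligand-induced calcium signal above about 50% at the single tested concentration, limit read from the data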
The depositor's hits bear a star; nt = not tested or not shown.

pCIP destab	IDE cell activ	M4 PAM	MEKK3 PB1 HTS	CRFR2-BP ag	GalR3 antagonist	IDE cell inh	PHOSPHO1 inh	CRFBP-R2 block	SMILES
-8	4	16	103	-4.5	-6	-1	8	0	Cn1c(O)c(C=Nc2ccc(Br)cc2)sc1=O
nt	nt	8	nt	2.1	-5	nt	nt	10	C#CCN(C[C@@H]1[C@@H](OC(=O)NC2CC2)[C@@H](OC(=O)NC2CC2)Cn2c(=O)ccc(=O)n21)S(=O)(=O)c1ccc(C)cc1
nt	nt	4	nt	-0.9	-6	nt	nt	7	CC(OC(=O)/C=C/c1ccco1)C(=O)NC1CCCCC1 (stereo unspecified)
nt	7	7	nt	4.5	-4	nt	nt	-13	Cc1ccc(C(C)C)c2oc(=O)cc(-c3ccc(-c4ccc(C(F)(F)F)cc4)cc3)c12
-7	3	-6	100	0.1	2	3	35	-11	Cc1noc(C)c1COC(=O)c1cc2c3ccccc3n(C)c2s1
nt	0	8	nt	-1.1	-6	nt	nt	8	CC[C@]12c3[nH]c4ccc(Cl)cc4c3CCN1C(=O)[C@@H](CC(=O)NCCC1=CCCCC1)C[C@@H]2C(=O)N1CCN(C(=O)C2CC2)CC1
-13	5	7	95	1.9	-4	0	-7	-3	COc1ccccc1NC(=O)c1cc2ccccc2o1
-8	2	-3	100	-0.2	-4	9	24	1	CC(C)(C)CC(=O)Nc1ccc(Nc2ccccc2)cc1
-15	-3	-4	98	-0.3	-6	4	-9	-30	Cc1nn(Cc2ccc(Cl)cc2)c(Cl)c1/C=N/NC(=O)CNc1ccccc1F
11	0	3	95	0.3	-4	1	-13	-11	CCOC(=O)CCCOC(=O)c1ccc(S(=O)(=O)N(C)C)cc1
-14	2	-8	105	0.1	-3	-2	13	54*	Cc1ccc(CS(=O)(=O)c2ncc(Cl)c(C(=O)Nc3ccc(OC(F)F)cc3)n2)cc1
nt	1	3	nt	0.3	-2	1	nt	-14	O=C(/C=C/c1ccc(F)cc1)N1CCc2ccccc2C1
-3	2	-10	104	4.2	-4	0	0	-13	O=C(Nc1ccc(F)cc1)c1sc2cc(C(F)(F)F)cnc2c1-c1cccs1
-7	9	0	104	7.4	-1	-2	12	-37	CC1CCCN(C(=O)c2ccc(S(=O)(=O)Nc3ccccc3Cl)cc2)C1 (stereo unspecified)
-3	-5	9	100	9.8	-8	nt	39	-17	COc1ccc(C(=O)Nc2cc(-c3ccc(C)cc3)no2)cc1
5	1	-5	104	-2.2	-4	-10	37	7	COc1cccc(NC(=O)Nc2cccc(C)n2)c1
12	5	-1	84	-1.9	0	-4	-10	1	CCN(CC(=O)Nc1ccc(OC)cc1)C(=O)c1ccc([N+](=O)[O-])cc1
8	4	-2	95	-0.3	-1	1	13	-2	COc1ccccc1CNC(=O)CCCN1C(=O)COc2ccc(C)cc21
nt	2	-2	nt	-2.3	-3	5	nt	-7	CC(C)(C)[C@H]1COC(=O)CCCC/C=C\C[C@H](CC(=O)N(CCO)Cc2ccccc2)C(=O)N1
-1	-3	13	102	0.9	-2	nt	25	10	Cc1cc(NS(=O)(=O)c2ccc(NC(=O)c3cc4c(=O)n5ccccc5nc4s3)cc2)nc(C)n1

Pulled by compound from the entries so far (2):
pCIP destab	IDE cell activ	M4 PAM	MEKK3 PB1 HTS	CRFR2-BP ag	GalR3 antagonist	IDE cell inh	PHOSPHO1 inh	CRFBP-R2 block	SMILES
nt	7	7	nt	4.5	-4	nt	nt	-13	Cc1ccc(C(C)C)c2oc(=O)cc(-c3ccc(-c4ccc(C(F)(F)F)cc4)cc3)c12
-13	5	7	95	1.9	-4	0	-7	-3	COc1ccccc1NC(=O)c1cc2ccccc2o1

Other structures:
pCIP destab	IDE cell activ	M4 PAM	MEKK3 PB1 HTS	CRFR2-BP ag	GalR3 antagonist	IDE cell inh	PHOSPHO1 inh	CRFBP-R2 block	SMILES
-3	4	-10	96	-3.8	2	-2	23	6	CCOc1cc(N2CCOCC2)c(OCC)cc1NC(=O)COc1cccc2cccnc12
nt	3	-3	nt	-1.8	-4	-2	nt	-16	O=C(COC(=O)Cc1cccs1)Nc1cc(S(=O)(=O)N2CCOCC2)ccc1Cl
-1	2	-6	100	-0.6	-4	-2	16	-4	O=C(COC(=O)c1ccc(Cl)nc1)Nc1ncc(Cl)cc1Cl
-16	7	3	102	0.3	-2	1	13	29	COc1ccc2nc(NC(=O)CN3CCN(C)CC3)sc2c1
1	7	-1	99	-0.7	-3	3	2	-1	Cc1c(-c2ccccc2)[n+](=O)c2c(n1[O-])CCC2
-11	3	12	98	-0.3	-3	-2	-4	-31	Cc1ccc(C(=O)N(CC(=O)Nc2ccc(Cl)c(Cl)c2)Cc2ccco2)cc1
-4	-1	10	104	-1.3	-1	-2	9	-2	N/C(=N\OC(=O)Oc1ccccc1)c1ccc(Br)cc1
4	2	6	93	-0.4	-2	2	34	-1	Cc1ccc(NC(=O)Cn2nnc(C(=O)Nc3ccc(F)c(Cl)c3)c2N)cc1
nt	1	8	nt	-2.1	-6	2	nt	3	C[C@H]1NC(=O)[C@@]2(C)[C@@H](c3ccccc3)[C@H]3COc4ccccc4[C@@H]3N2C1=O
-2	-1	6	106	0.7	nt	-3	-5	-1	CCCc1nn(C)c(C(=O)Nc2ccc(CC)cc2)c1Cl
-9	4	9	101	-0.5	10	-1	19	-3	COc1ccc(S(=O)(=O)N2CCOC2CNC(=O)C(=O)NCc2ccco2)cc1 (stereo unspecified)
-14	5	-14	97	-1.2	85*	-4	47	-6	COc1ccc(NS(=O)(=O)c2ccc(-c3coc(C)n3)cc2)cc1OC
10	6	-1	104	0.5	-3	5	3	-3	COC(=O)C1=C(C(=O)c2ccc(C)cc2)C(c2ccc(OC)c(OC)c2)n2nnnc2N1 (stereo unspecified)
4	2	-3	96	1.1	-3	0	4	2	O=S(=O)(NCCNS(=O)(=O)c1ccc(F)cc1)c1ccc(F)cc1
-14	5	3	96	-6.2	2	5	43	7	CC(=O)Nc1ccc(S(=O)(=O)N(C)CC(=O)OCC(=O)N(C)c2ccccc2)cc1
nt	4	-5	nt	0.4	-6	nt	nt	8	O=C(COC(=O)Cc1ccc(F)cc1)NC1CCCCCC1
5	3	15	93	-0.9	-11	13	-8	22	COc1cc(NS(=O)(=O)c2ccc(NC(=S)NC(=O)c3sc4ccccc4c3Cl)cc2)ncn1
-11	0	-18	99	-0.3	-2	-2	3	-14	CC(C)(C)CC(C)(C)NC(=S)Nc1ccc(S(=O)(=O)N2CCOCC2)cc1
-19	2	-3	95	-1.3	-12	0	20	-7	NC(=O)COC(=O)C1c2ccccc2Oc2ccccc21
-12	-2	-1	109	5.3	2	-3	9	-12	CC(=C/C(=O)O)/C=C/c1ccc([N+](=O)[O-])cc1
-3	5	3	96	-1.6	-3	1	3	-11	O=C1CCCN1c1ccc(S(=O)(=O)NCc2ccco2)cc1
nt	nt	6	nt	0.4	-3	nt	nt	-1	COc1ccc(C(=O)N/C(=C/c2cccs2)C(=O)N2CCN(C)CC2)cc1
nt	-1	6	nt	-1.1	-5	9	nt	-12	CCCCOc1ccc(C(=O)NCC(=O)OCC(=O)c2c(N)n(C)c(=O)n(C)c2=O)cc1
-1	7	-8	100	-0.3	-6	3	15	3	CCN(Cc1ccncc1)Cc1ccc(OC)cc1OC
0	0	3	101	0.8	-4	0	12	-13	Cc1cc(NC(=O)c2sc(Nc3ccc(F)cc3)nc2N)no1
nt	8	10	nt	-0.6	-2	nt	nt	10	COc1cccc(N2CCN(C(=O)c3ccc4ccccc4c3)CC2)c1
10	2	-4	106	0.6	-11	3	3	10	CCC(C(=O)NCCCN1CCN(CCCNC(=O)C(CC)c2ccccc2)CC1)c1ccccc1 (stereo unspecified)
-13	2	-2	108	0.0	-9	0	19	5	CCC(=O)c1ccc(OCC(O)CN2CCN(c3ccccn3)CC2)cc1 (stereo unspecified)
nt	1	13	nt	-0.5	-1	nt	nt	-1	CC(Sc1n[nH]c(=O)n1Cc1ccccc1)C(=O)NCC1CCCO1 (stereo unspecified)
8	3	6	98	-0.1	-3	3	4	31	Cn1ccc(-c2cc(C(=O)O)c3ccccc3n2)n1
-6	-3	20	102	8.7	-3	2	1	12	Cc1ccc(S(=O)(=O)n2nc(C)cc2C)cc1
-10	2	3	105	-0.8	-1	-2	47	9	Cc1ccc(CNC(=O)C2CCC(=O)N(CCc3ccccn3)C2)s1 (stereo unspecified)
-4	5	-11	100	-1.3	-4	8	3	3	Cc1ccc(CCNC(=O)CS(=O)Cc2nc(-c3cccs3)oc2C)cc1 (stereo unspecified)
8	9	10	103	0.3	0	-1	-17	-7	N/C(=N\OC(=O)CCCN1C(=O)c2ccccc2C1=O)c1ccc(Cl)cc1
2	1	-4	100	-1.8	-3	-3	-16	7	NS(=O)(=O)c1ccc(CNC(=O)c2scc3c2CCCC3)cc1
2	5	5	nt	-1.1	nt	-3	1	9	CC(C)CCOc1ccc(C2(C)NC(=O)N(CN3CCOCC3)C2=O)cc1 (stereo unspecified)
-7	1	8	85	-0.5	-11	-3	79*	-4	N/C(=N\OS(=O)(=O)c1ccccc1)c1ccccn1
-20	-1	5	105	0.4	-1	6	24	10	Cc1c(C)c(C)c(S(=O)(=O)NCCc2ccccn2)c(C)c1C
nt	3	-1	91	-2.2	-1	5	nt	8	CCN1CCN(C(=S)c2ccc(OCC(=O)Nc3ccc(OC)cc3)cc2)CC1
-8	0	2	100	0.4	-5	nt	46	0	COc1ccc(CNc2nc(-c3cccnc3)nn2C(=O)C(C)C)cc1
9	3	2	103	-0.8	-6	3	44	-7	CC(C)(C)c1cc(NC(=O)c2ccco2)n(-c2ccccc2)n1
-8	0	0	95	0.8	1	-2	27	-24	O=C(Nc1cccc(F)c1)Nc1ccnn1C1CCN(C(=O)CCN2CCCO2)CC1
-3	-3	5	105	0.2	-3	-4	7	1	COc1ccc(-c2noc(CCC(=O)N3CCN(Cc4ccccc4)CC3)n2)cc1
-1	2	2	101	3.9	-4	-2	-35	-15	CCSc1nnc(CSc2ncccn2)n1C
-1	3	-16	99	6.4	11	6	-5	2	O=C(C1=COCCO1)N1CCN(S(=O)(=O)c2cccc(Cl)c2Cl)CC1
-5	-2	0	69	-0.4	-1	0	-4	4	O=C(O)CCCn1cc(NC(=O)c2cccc(F)c2)cn1
-3	0	4	77	-0.7	4	2	-10	38	Cc1nn(-c2cc(C(F)(F)F)ccc2Cl)c2nc(C(F)(F)F)[nH]c(=O)c12
-2	4	-7	93	1.4	-3	3	-13	6	Clc1nnc(NN=C2CCCC2)c2ccccc12
-11	-2	-6	97	-2.4	-2	5	6	11	O=C1CCC/C(=N/NC(=O)C2CCN(S(=O)(=O)c3cccs3)CC2)C1
0	-9	-5	112	-2.2	-2	7	-4	-4	CCN(CC)C(=O)CSc1nc(N)c(C#N)c(-c2cccs2)c1C#N
nt	1	1	nt	-4.7	1	4	nt	-3	COc1ccccc1NC(=O)c1ccc(NC(=O)CN2CCCCC2)cc1
5	-2	9	100	-3.0	-3	2	-61	5	Cc1ccc(-n2c(Cn3ncc4ccccc4c3=O)n[nH]c2=S)cc1
